AMA1 RON2 block – AMA1-RON2 (P. falciparum) interaction inhibition; AlphaScreen AMA1-biotinylated RON2 peptide binding; Potency, µM (series often up to 58.2 µM), without a hit: top-dose activity change, negative = inhibition, most hits filed as inhibitors; hit rate 0.2% among 360,000;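 note: potency is the fitted concentration of half-maximal effect; 0% = vehicle wells and -100% = peptide control; nearly all actives have a fitted effect of over 45% in size; some results filed as inactive show a strong effect at the top dose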
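AMA1 (3D7) with his tag at 25 nM final met compounds first, then biotinylated RON2 peptide at 25 nM; detection used donor plus acceptor beads, 10 µg/mL apiece, read by AlphaScreen after 30 min at room temperature.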
TbPYK inhibitor – T. brucei pyruvate kinase inhibition. Potency, µM (titrated, usually from 76.8 µM), for the others: top-dose activity, negative = inhibition, hits mostly inhibitors. AID 624173. hit rate 0.12% among 410,000. TbPYK enzyme, Kinase-Glo Plus ATP luminescence, 45 min. Q57TT1; note: potency is the fitted concentration of half-maximal effect; nearly all actives have a fitted effect of over 50% in size
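Quantitative HTS: titrated library compounds versus trypanosomal pyruvate kinase in TEA buffer (pH 7.2) containing KCl, MgCl2, BSA and Tween-20. Reactions were initiated with ADP, 130 uM final. Kinase-Glo Plus luminescence was read after 45 min at RT.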
LmPK inhibitor – blocks Leishmania mexicana pyruvate kinase activity | Q27686 | purified LmPK, Kinase-Glo ATP luminescence, 1 h | Potency, µM (titrated, usually from 57.5 µM), for the others: at the highest dose activity change, negative = inhibition, actives largely listed as inhibitors | hit rate 0.37% among 290,000 | AID 1721; note: potency is the fitted concentration of half-maximal effect
Target sequence (Q27686 whole entry, looked up): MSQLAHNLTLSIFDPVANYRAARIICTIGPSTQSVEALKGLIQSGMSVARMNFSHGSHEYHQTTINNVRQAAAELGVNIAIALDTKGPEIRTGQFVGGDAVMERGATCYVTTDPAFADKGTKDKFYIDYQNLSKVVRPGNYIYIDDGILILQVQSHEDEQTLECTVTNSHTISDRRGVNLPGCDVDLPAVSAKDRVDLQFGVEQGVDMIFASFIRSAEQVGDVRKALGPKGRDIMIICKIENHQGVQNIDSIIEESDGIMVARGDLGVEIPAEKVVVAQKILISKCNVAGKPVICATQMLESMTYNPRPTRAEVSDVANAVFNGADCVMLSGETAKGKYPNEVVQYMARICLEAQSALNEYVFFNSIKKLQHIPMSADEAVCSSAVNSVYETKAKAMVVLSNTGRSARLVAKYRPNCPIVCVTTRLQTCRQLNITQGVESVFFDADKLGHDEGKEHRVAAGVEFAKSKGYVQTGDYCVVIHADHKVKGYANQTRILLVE
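Kinase-Glo luminescence read after 1 h RT reaction of 0.1 nM LmPK with 0.5 mM PEP and 0.1 mM ADP. Activity scaled between uninhibited and enzyme-free controls.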
HCV inh – HCV inhibition. Huh7.5.1 HCVcc-Cre infection, luciferase reporter, 44 h. Potency, µM (top dose mostly 41.8 µM), for inactives: at the highest dose activity change, negative = inhibition, most hits filed as inhibitors. hit rate 3.4% among 340,000; note: potency is the fitted concentration of half-maximal effect
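Cells (1,000/well) were plated 4 h before compound, then infected with HCVcc-Cre virus (~0.5 moi). After 44 h further culture, infection was read as luciferase luminescence following a 15 min substrate incubation at room temperature.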
HCMV antiviral – human cytomegalovirus inhibition. HFF cells, HCMV-luciferase reporter, 72 h; stronger effect = lower value. activity change, negative = inhibition, % at 57.5 µM. hit rate 4.5% among 410,000; in the data active = activity change below about -60%; inconclusive = no clear call, values can overlap the other calls; inactive = above about -39%
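Screen run at 2 compound doses on HFFs infected with reporter HCMV, MOI 1 PFU/cell. Luciferase activity from cell lysates at 72 h post infection gave inhibition relative to buffer-only and Salinomycin wells.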
AmpC no deterg – blocks E. coli AmpC beta-lactamase in detergent-free assay | hit rate 0.52% among 330,000 | Potency, µM (series often up to 57.1 µM), for the others: at the highest dose activity change, negative = inhibition, hits mostly inhibitors | AmpC nitrocefin hydrolysis, absorbance 480 nm, 0.0001% Triton | P00811;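 note: potency is the fitted concentration of half-maximal effect; plate controls were no compound for no effect and no enzyme for full effect; nearly all actives have a fitted effect of over 20% in size; some results filed as inactive show a strong effect at the top dose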
Target sequence (P00811 whole entry, looked up): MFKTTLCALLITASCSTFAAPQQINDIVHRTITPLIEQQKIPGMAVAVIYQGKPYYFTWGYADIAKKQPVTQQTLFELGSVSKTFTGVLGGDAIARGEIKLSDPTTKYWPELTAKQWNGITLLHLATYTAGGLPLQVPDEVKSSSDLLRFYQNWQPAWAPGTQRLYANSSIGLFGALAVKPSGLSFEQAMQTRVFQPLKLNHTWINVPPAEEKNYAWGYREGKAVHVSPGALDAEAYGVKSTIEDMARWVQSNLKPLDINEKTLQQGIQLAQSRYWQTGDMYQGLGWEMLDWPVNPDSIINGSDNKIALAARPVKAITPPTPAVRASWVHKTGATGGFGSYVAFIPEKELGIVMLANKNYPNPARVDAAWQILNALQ
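AmpC (5.3 nM in the dispensed reagent) in 20 mM phosphate pH 7.0 with 0.01% (detergent screen) or 0.0001% Triton X-100 was preincubated with compounds for 15 min at room temperature. Nitrocefin was then added from an 800 uM solution, and hydrolysis was followed at 480 nm.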
AmpC detergent – blocks E. coli AmpC beta-lactamase in detergent assay | hit rate 0.041% among 370,000 | AmpC hydrolysis of nitrocefin, absorbance 480 nm, 0.01% Triton | Potency, µM (top dose mostly 114 µM), inactives show top-dose activity change, negative = inhibition, usual class: inhibitors | P00811;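 note: potency is the fitted concentration of half-maximal effect; 0% = no-compound wells and -100% = no-enzyme wells; nearly all actives have a fitted effect of over 25% in size; some results filed as inactive show a strong effect at the top dose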
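AmpC (5.3 nM in the dispensed reagent) in 20 mM phosphate pH 7.0 with 0.01% (detergent screen) or 0.0001% Triton X-100 was preincubated with compounds for 15 min at room temperature. Nitrocefin was then added from an 800 uM solution, and hydrolysis was followed at 480 nm.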
* hit, by the source's call; ? = inconclusive; nt = no result given; & = joins results of further samples; [ ] = another dose, or the depositor's remark. Unless noted, calls come from the whole dose curve; as a rule, active = well fitted curve in the direction sought with a large enough effect; inconclusive = small, poorly fitted or top-dose-only effect, or another doubt; inactive = no such curve, though single readings can be large; an effect the other way counts as inactive or inconclusive. Unless noted, % is set by controls: 0 for no effect and ±100 for the full control effect.

Values in the order: HCV inh	AmpC no deterg	TbPYK inhibitor	AMA1 RON2 block	HCMV antiviral	AmpC detergent	LmPK inhibitor
> CCOc1ccc(N=Cc2ccc3ccccc3c2)cc1
 : 19%	-21%	-3%	-9%	26	-21%	-6%
> CCOc1cc(CNCCN2CCOCC2)ccc1OCc1ccccc1Cl
 : 2.8µM*	66%[activator]	-3%	-12%	-19	-12%	1%
> O=C(NC(=S)Nc1ccccc1CO)C1CCCCC1
 : -9%	-25%	-3%	5%	-16	nt	nt
> Cc1cc2nc(-c3cccc(NC(=O)c4cccc5ccccc45)c3)oc2cc1C
 : nt	nt	-9%	nt	-7	8%	nt
> CC(=O)Nc1ccc(S(=O)(=O)NCCN2CCNC2=O)cc1Cl
 : 14%	-5%	-4%	4%	5	5%	-4%
> COc1ccc(C(=O)n2nnc3ccccc32)cc1OC
 : 14%	-34%	-4%	6%	21	-17%	-1%
> O=c1cc2c(nn1Cc1ccc(F)cc1)-c1ccccc1CC2
 : -18%	57%	3%	24%	?	10%	7%
> CCCCOc1ccc(N2CC(C(=O)NCc3ccco3)CC2=O)cc1 (stereo not drawn)
 : -2%	3%	-4%	-7%	-12	?	-1%
> Cc1ccc(CN2CCNC(=O)C2CC(=O)N(C)C2CCOCC2)cc1 (stereo not drawn)
 : 9%	113%[activator]	3%	11%	11	-3%	-8%
> COc1ccc(CCNC(=O)c2c(Nc3ccccc3C)sc(C(=O)c3ccccc3)c2N)cc1OC
 : nt	nt	-12%	nt	11	1%	nt
> CCOC(=O)C1CCN(S(=O)(=O)c2cn(C)c(C)n2)CC1
 : 12%	-10%	1%	-7%	-19	-14%	-3%
> Cn1c(=O)c2c(nc(SCC(=O)N3c4ccccc4CCc4ccccc43)n2C)n(C)c1=O
 : -1%	-8%	-9%	9%	-20	-15%	6%
> CC(NC(=O)c1ccccc1Br)c1ccc2c(c1)CCCC2 (stereo not drawn)
 : ?	-6%	11%	8%	-40	-15%	1%
> CCOC(=O)c1cc(-c2ccccc2)n(CCCC(=O)Nc2ccc(C)cc2Cl)c1C
 : nt	nt	10%[15.4 µM]	nt	0	-10%	nt
> O=C(Cc1ccccc1)N[C@@H]1c2ccccc2CC[C@@H]1OCc1ccccc1
 : 12%	-8%	-4%	-5%	5	nt	nt
> CC1=CN2C(=NC(=O)CC2(C)C(=O)N(CC(=O)NC2CCCC2)c2ccccc2C)C=C1 (stereo not drawn)
 : 2%	-7%	3%	-3%	79	-13%	-3%
> CCN(CC)C(=O)CN1C(=O)COc2ccc(S(=O)(=O)N3CCOCC3)cc21
 : nt	nt	5%	nt	1	-7%	nt
> COc1ccc(CC(=O)Nc2cccc(-c3nnc(-c4cccc(C)c4)o3)c2)cc1OC
 : 6.3µM*	146%[activator]	-2%	0%	-17	?	1%
> C/C(=N\NC(=O)CCC(=O)Nc1ccccc1)c1cccs1
 : 5%	-22%	0%	20%	-21	6%	1%
> CN(C)S(=O)(=O)c1ccc(C(=O)N2CCC(c3nc4ccccc4o3)CC2)cc1
 : -13%&-28%	133%[activator]	-1%	0%	-35	-15%	-3%

One compound at a time, from the list above:
`Cc1cc2nc(-c3cccc(NC(=O)c4cccc5ccccc45)c3)oc2cc1C` is entered as HCV inh = nt; AmpC no deterg = nt; TbPYK inhibitor = -9%; AMA1 RON2 block = nt; HCMV antiviral = -7; AmpC detergent = 8%; LmPK inhibitor = nt
`CC(=O)Nc1ccc(S(=O)(=O)NCCN2CCNC2=O)cc1Cl` is entered as HCV inh = 14%; AmpC no deterg = -5%; TbPYK inhibitor = -4%; AMA1 RON2 block = 4%; HCMV antiviral = 5; AmpC detergent = 5%; LmPK inhibitor = -4%

Other compounds
Values in the order: HCV inh	AmpC no deterg	TbPYK inhibitor	AMA1 RON2 block	HCMV antiviral	AmpC detergent	LmPK inhibitor
> O=C(O)C1CCN(C(=O)Cc2ccccc2)CC1
 : 5%	6%	-3%	7%	6	-1%	0%
> Cc1ccc(S(=O)(=O)NC2(C(F)(F)F)NC(=O)N(C)C2=O)cc1 (stereo not drawn)
 : -4%	-10%	-9%	1%	-11	-13%	-9%
> O=C(c1cccnc1)N1CCN(Cc2ccc3c(c2)OCO3)CC1
 : 5%	0%	-2%	-25%	20	0%	-16%
> COc1ccc(N2CCN(C(=O)C(C)n3c(=O)cc(C(F)(F)F)c4c(C)nn(C)c43)CC2)cc1 (stereo not drawn)
 : nt	nt	-5%	nt	1	14%	nt
> COc1ccc(-c2nc(C#N)c(NC(C)c3ccccc3)o2)cc1OC (stereo not drawn)
 : ?	32%[activator]	-2%	-13%	-27	0%	3%
> COc1cccc(N2CC(NC(=O)C3CC3)CC2=O)c1 (stereo not drawn)
 : nt	nt	-3%	nt	-23	-1%	nt
> Nn1cc(-c2ccccc2)nc1SCC(=O)N1CCN(S(=O)(=O)c2ccc3ccccc3c2)CC1
 : -4%	-9%	-7%	-1%	-12	-12%	2%
> CC1CCN(CC(=O)Nc2nc(-c3ccccc3)cs2)CC1
 : ?	-41%	-5%	-2%	4	-15%	-2%
> Cc1ccc(S(=O)(=O)N2CCN(C(C)C(=O)Nc3ccccc3-c3ccccc3)CC2)cc1 (stereo not drawn)
 : ?	3%	-3%	-5%	?	-10%	2%
> CCCCN1C(=O)c2ccc(C(=O)N(C)CC(=O)Nc3ccc(OCC)c(OCC)c3)cc2C1=O
 : -15%	153%[activator]	5%	-1%	51	nt	nt
> O=C(O)Cn1cc(CN2CCOCC2)c2ccccc21
 : 17%	-12%	6%	-2%	50	-5%	-3%
> CCCCNC(=O)Cn1cnc2c(cnn2-c2ccc(C)cc2)c1=O
 : 20%	-8%	-3%	-4%	?	2%	6%
> Cn1ccc(-c2ccccc2)c(C#N)c1=O
 : 10%	-9%	-6%	0%	20	-1%	-17%
> COCC(C)n1c(C)cc(C(=O)COC(=O)c2c(C)nn(-c3ccccc3)c2C)c1C (stereo not drawn)
 : ?	155%[activator]	-1%	0%	6	-10%	1%
> CC(C)(C)NC(=O)C(c1ccccn1)N(C(=O)c1csnn1)C1CCCCC1 (stereo not drawn)
 : ?	22%	-3%	7%	?	8%	-1%
> COc1ccc2[nH]cc(CCNC(=O)Cc3ccc(F)cc3)c2c1
 : 5%	-22%	1%	6%	6	1%	0%
> Cc1ccc2nc(SCC(=O)NC3CCCc4ccccc43)[nH]c2c1 (stereo not drawn)
 : 11µM*	-13%	-3%	-2%[2.32 µM]	?	-15%	1%
> COc1cccc(Nc2nc(CN3CCOCC3)nc3sc4c(c23)CCCC4)c1
 : -9%	168%[activator]	-7%	-8%[11.6 µM]	-12	2%	10%
> CC1(C(=O)OCC(=O)c2c[nH]c3ccccc23)CC1(Cl)Cl (stereo not drawn)
 : 3%	-29%	1%	1%	115	4%	-6%
> O=S(=O)(c1ccccc1)N1CCCCC1c1cccnc1 (stereo not drawn)
 : 10%	-5%	3%	9%	-12	-2%	-5%

Continued:
Values in the order: HCV inh	AmpC no deterg	TbPYK inhibitor	AMA1 RON2 block	HCMV antiviral	AmpC detergent	LmPK inhibitor
> CN1CCN(c2ccc([N+](=O)[O-])c3no[n+]([O-])c23)CC1
 : 2.2µM*	-16%	-24%	-29%	-98*	-8%	-22%
> O=c1[nH]c(N2CCOCC2)nc2c1CCCC2
 : 13%	?	2%	18%	2	1%	1%
> Cc1cc(S(=O)(=O)N2CCC(N3CCCCC3)CC2)ccc1-n1cnnn1
 : 17%	2%	0%	-1%	14	1%	0%
> C=CCNC(=O)c1sc(=S)n(-c2ccc(C(=O)OCC)cc2)c1N
 : 1%	0%	-26%	-6%	-10	-1%	-2%
> CCc1nnc(NC(=O)C2CCCN2C(=O)Nc2ccccc2)s1 (stereo not drawn)
 : -7%	-2%[2.29 µM]	2%	4%	-14	?	-1%
> CN1CCc2nc3ccc(F)cc3c(C(N)=O)c2C1
 : -7%	-4%	-3%	6%	30	-8%	-4%
> COc1ccc(C(NC(=O)CN2CCCCCC2)c2ccc(OC)cc2)cc1
 : -10%	16%	5%	-5%	14	10%	0%
> CCCc1cc(=O)n2[nH]cnc2n1
 : 13%	-7%	-6%	3%	31	-13%	-7%
> Cc1ccc(S(=O)(=O)Nc2c(C)n(C)n(-c3ccccc3)c2=O)cc1C(=O)OC(C)C(=O)c1ccccc1 (stereo not drawn)
 : -5%	nt	0%	-3%	-8	nt	nt
> O=C(O)CC/C(=N\Nc1ccc(S(=O)(=O)N2CCOCC2)cc1[N+](=O)[O-])c1cccs1
 : -1%	-5%	0%	-13%	0	-1%	4%
> COc1ccc(N2CCN(S(=O)(=O)c3ccc(-c4cc(C(F)(F)F)on4)s3)CC2)cc1
 : nt	nt	-11%	nt	-38	4%	nt
> CCCc1nn(C)c(C(=O)Nc2cccc(CC)c2)c1Cl
 : ?	19%	-1%	104%[activator]	7	?	-7%
> Cc1ccc(C(=O)NCC(=O)Nc2cccc(C(F)(F)F)c2)cc1
 : 10%	-23%	-10%	-20%	-26	-6%	0%
> Cc1onc(-c2c(Cl)cccc2Cl)c1C(N)=S
 : 0%	-30%	-13%	10%	-11	-6%	-7%
> O=C(CSc1ccccn1)c1ccc2c(c1)OCO2
 : 12%	-16%	-3%	4%	19	?	?
> O=C(COc1ccc(Br)cc1)N(Cc1ccccc1)c1ccccn1
 : 10%	-1%	4%	-3%	-21	-6%	0%
> Cc1ccc(S(=O)(=O)NN2C(=O)c3ccccc3NC2c2cccc(O)c2)cc1 (stereo not drawn)
 : 7%	-34%	-3%	-2%	-22	3%	20%
> CC1C(c2ccccc2)OCCN1C (stereo not drawn)
 : 35%[activator]	nt	-1%	-9%	-14	nt	nt
> COc1ccc(N2C(=S)N=C(Nc3ccccc3)C23CCCCC3)cc1
 : 17%	-35%	2%	-1%	25	-13%	4%
> O=C(NCSc1ccnc(SCNC(=O)c2ccccc2)n1)c1ccccc1
 : 9%	-17%	-6%	65%[activator]	19	?	3%
> Cc1ccccc1OCC(=O)NCCc1nc2ccccc2[nH]1
 : -2%	-42%	-1%	-9%	-21	-7%	1%
> O=C(OCC(=O)N1CCOCC1)c1ccc(F)cc1Cl
 : -7%	-2%	-6%	5%	43	1%	-3%
> C/C(=N/Nc1ccc(C(=O)O)cc1)c1ccc(O)c(O)c1O
 : 10%	-7%	-16%	-20%	-6	-6%	-11%
